High-throughput results from PubChem BioAssay.
CHRM5 agonist – CHRM5 agonism in calcium assay. activation, % at 3 µM. 0.19% of 360,000 active. CHO-K1 hM5 cells, Fluo-8 calcium fluorescence; 0% DMSO wells, 100% maximal acetylcholine response. P08912;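 active = activation above the run's mean over test compounds plus 3 SD, cut at about 23% in these data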;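 note: signal is peak over basal fluorescence ratio across the kinetic read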
TAAR1 ag – human TAAR1 agonism; activation, % at 3 µM; CHO RD-HGA16 TAAR1, Fluo-8 calcium fluorescence; vehicle wells 0%, saturating PEA agonist 100%; 0.99% of 360,000 active; Q96RJ0;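 active = activation above the mean activation of all test compounds in the run plus 3 SD, cut at about 38% in these data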
Target sequence (Q96RJ0 whole entry, looked up): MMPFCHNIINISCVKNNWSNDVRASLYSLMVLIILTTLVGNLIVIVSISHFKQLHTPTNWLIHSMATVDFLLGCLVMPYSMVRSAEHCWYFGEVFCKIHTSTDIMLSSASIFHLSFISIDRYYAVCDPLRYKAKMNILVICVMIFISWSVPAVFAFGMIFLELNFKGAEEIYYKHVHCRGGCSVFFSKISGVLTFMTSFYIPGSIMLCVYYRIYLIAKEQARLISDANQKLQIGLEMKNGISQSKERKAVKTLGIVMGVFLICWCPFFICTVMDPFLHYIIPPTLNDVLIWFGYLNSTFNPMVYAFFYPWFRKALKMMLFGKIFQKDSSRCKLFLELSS
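Test system: RD-HGA16 (CHO) cells co-expressing Gα16 and hTAAR1 / Benchmarks: DMSO vehicle as 0%, PEA at EC100 as 100% / Repeats: no replicates (n 1) / Measure: % activation from peak over basal fluorescence ratio, DMSO-to-PEA scaled / Timing: 17-24 h plating, Fluo-8 75 min 37 °C, 30 min RT / Technique: kinetic Fluo-8 calcium fluorescence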
CRFBP-R2 block – antagonists of CRF-binding protein/CRF-R2 receptor complex; HEK293 CRF-R2/CRF-BP, CRF-induced calcium fluorescence; inhibition, % at 11.8 µM; 0.59% of 350,000 active; AID 588475;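 active = inhibition of the ligand-induced calcium signal above about 50% at the single tested concentration, limit read from the data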
CHRM5 PAM – potentiates acetylcholine response at human M5 receptor | P08912 | CHO-K1 hM5, Fluo-8 calcium, ACh EC20 PAM; 0% = ACh EC20, 100% = ACh EC100 | activation, % at 3 µM | 0.3% of 360,000 active | AID 624038;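 active = activation above the run cutoff, the mean activation of all test compounds plus 3 SD, cut at about 18% in these data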
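Probe or stimulus: acetylcholine, EC20 level; Assay system: human M5 receptor in CHO-K1 cells; Schedule: compound preincubation 140 s before EC20 acetylcholine addition; Technique: intracellular calcium via Fluo-8 fluorescence; Dosing: single-point, 3 µM nominal; Read-out basis: percent activation from peak-over-basal fluorescence ratio, scaled EC20-to-EC100 acetylcholine; Repeats: one well per compound, no replicates.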
CHRM4 PAM – potentiates acetylcholine response at human M4 receptor. 0.4% of 360,000 active. AID 624126. activation, % at 3 µM. CHO-K1 hM4/Gqi5, Fluo-8 calcium fluorescence, ACh EC20; 0% = ACh EC20, 100% = maximal ACh;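 active = activation above its plate's cutoff, the mean activation of sample wells plus 3 SD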; note: some results filed as inactive read as strong as hits
Target sequence (P08173 whole entry, looked up): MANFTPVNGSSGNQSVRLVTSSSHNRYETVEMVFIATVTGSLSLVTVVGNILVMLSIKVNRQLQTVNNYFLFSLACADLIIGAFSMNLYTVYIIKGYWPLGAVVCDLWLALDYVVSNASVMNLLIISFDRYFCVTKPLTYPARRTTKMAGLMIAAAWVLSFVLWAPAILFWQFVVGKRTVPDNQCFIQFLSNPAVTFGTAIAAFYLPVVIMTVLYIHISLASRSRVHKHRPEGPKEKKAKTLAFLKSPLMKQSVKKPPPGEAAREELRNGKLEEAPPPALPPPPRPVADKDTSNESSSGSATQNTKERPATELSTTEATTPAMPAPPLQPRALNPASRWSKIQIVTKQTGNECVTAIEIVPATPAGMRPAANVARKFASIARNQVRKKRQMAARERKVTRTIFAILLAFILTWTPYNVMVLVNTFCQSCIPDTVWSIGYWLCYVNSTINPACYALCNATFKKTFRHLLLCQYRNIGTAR
CHRM5 antagonist – blocks acetylcholine activation of human M5 receptor; P08912; CHO-hM5 cells, Fluo-8 calcium fluorescence, ACh EC80; inhibition, % at 3 µM; 0.59% of 360,000 active;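 active = inhibition above a per-plate cutoff, the mean of that plate's test compounds plus 3 SD, cut at about 27% in these data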;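 note: 0% = acetylcholine EC80 with DMSO and 100% = DMSO without agonist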
CHO-K1 Ca PAM – counter-screen for M1 PAMs: effect in parental CHO-K1 cells; ATP EC20, Fluo-8 calcium fluorescence; 0% at ATP EC20, 100% at ATP max; activation, % at 3 µM; 0.02% of 360,000 active; AID 602247;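 active = activation above the run cutoff, the mean activation of all test compounds plus 3 SD, cut at about 40% in these data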;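 note: peak over basal fluorescence ratio in a 140 s read after ATP addition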
CRFBP-R2 agonist – CRF-BP/CRF-R2 complex agonism | HEK293 CRF-R2/CRF-BP, calcium dye fluorescence (FLIPR); percent of saturating CRF peptide response | activation, % at 13.2 µM | 0.46% of 350,000 active | AID 588473;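 active = activation of at least 50%, plus an integration ratio under a set limit after plate pattern correction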;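 note: plate controls were neutral control wells without compound for no effect and CRF at EC100 for full effect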
TAAR1 antag – antagonists of human TAAR1. 1.5% of 360,000 active. inhibition, % at 3 µM. CHO RD-HGA16 TAAR1, Fluo-8 calcium fluorescence, antagonist. AID 624466;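 active = inhibition above a per-plate cutoff, the mean inhibition of test compounds on that plate plus 3 SD, cut at about 49% in these data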;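 note: 0% = DMSO plus EC80 beta-PEA response and 100% = DMSO alone without agonist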
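Test system: RD-HGA16 CHO cells with stable hTAAR1 and Gα16 / Probe or stimulus: EC80 β-phenethylamine stimulus / Times: seeding 17-24 h prior, 75-min 37 °C, 30-min RT dye loading / Detection: Fluo-8 calcium-sensitive fluorescence / Read-out basis: % inhibition scaled between DMSO and EC80 PEA controls / Repeats: singlicate, one well per test compound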
Numbers without * were called inactive; . = not tested or not shown. Compounds as they come; overall some 4.2% were active at least once.

item	Compound	CHRM5 agonist	TAAR1 ag	CRFBP-R2 block	CHRM5 PAM	CHRM4 PAM
1	CCOC(=O)c1ccc(NC(=O)N2CC(C)OC(C)C2)cc1 (stereo not drawn)	4	22	6	-8	4
2	Cc1ccc(C)c(S(=O)(=O)Nc2nc(C)c(C(=O)Nc3ccccc3)s2)c1	-3	14	-3	-6	2
3	CCOc1cc(N2CCOCC2)c(OCC)cc1NC(=O)c1ccc(OC)c(S(=O)(=O)N2CCOCC2)c1	2	1	8	7	-2
4	O=C(Nc1ccsc1C(=O)O)c1ccccc1Cl	0	2	-13	1	3
5	CCCC(=O)Nc1cc(C(F)(F)F)ccc1N1CCOCC1	1	-2	-2	6	6
6	CCCC(=O)Nc1nnc(SCC(=O)Nc2ccc(OCC)cc2)s1	2	3	2	-4	2
7	CC1CC(C)CN(C(=O)c2ccc3c(c2)OCCO3)C1 (stereo not drawn)	2	-3	2	0	-4
8	COc1ccc(N=C2CCCN2CC(N)=O)cc1	-1	7	1	-1	0

item	CHRM5 antagonist	CHO-K1 Ca PAM	CRFBP-R2 agonist	TAAR1 antag
1	-2	13	-1.3	10
2	-4	0	3.1	3
3	0	10	1.3	5
4	-4	-20	-4.2	-6
5	-5	7	-2.8	-7
6	7	-1	0.5	-39
7	6	11	-0.5	-10
8	-6	9	1.5	-5

In a second layout: results already given
Every second line gives: CHRM5 agonist, TAAR1 ag, CRFBP-R2 block, CHRM5 PAM, CHRM4 PAM, CHRM5 antagonist, CHO-K1 Ca PAM, CRFBP-R2 agonist, TAAR1 antag
#5 CCCC(=O)Nc1cc(C(F)(F)F)ccc1N1CCOCC1
 : 1, -2, -2, 6, 6, -5, 7, -2.8, -7
#6 CCCC(=O)Nc1nnc(SCC(=O)Nc2ccc(OCC)cc2)s1
 : 2, 3, 2, -4, 2, 7, -1, 0.5, -39

Other entries:
item	Compound	CHRM5 agonist	TAAR1 ag	CRFBP-R2 block	CHRM5 PAM	CHRM4 PAM
9	CC1C(=O)N(Cc2ccccc2)c2ccccc2N1C(=O)c1ccccc1 (stereo not drawn)	-5	2	18	-5	1
10	CN1CCN(S(=O)(=O)c2ccc(=O)[nH]c2)CC1	-2	2	1	2	19
11	CCc1ccccc1NC(=O)Cc1cn(C)c2ccccc12	-5	2	8	0	-7
12	Cc1nnc(NC(=O)CSc2nc(C(C)C)nc3ccccc23)s1	3	3	-32	1	-1
13	CC(O)Cn1cnc2c1c(=O)n(C)c(=O)n2C (stereo not drawn)	0	4	21	1	-7
14	Cc1cccc(-n2ncc3c2CCCC3NC(=O)CN2CCOC2=O)c1C (stereo not drawn)	-2	1	19	-1	4
15	COc1ccc(Nc2nc3ccccc3n3nnnc23)cc1	0	14	-52	1	0
16	COc1ccc(S(=O)(=O)N(C)CC(=O)Nc2c(F)cccc2F)cc1	-1	6	5	3	10

item	CHRM5 antagonist	CHO-K1 Ca PAM	CRFBP-R2 agonist	TAAR1 antag
9	2	10	-12	-29
10	7	7	-0.3	10
11	-2	25	0.0	1
12	1	-6	-4.7	-3
13	-3	9	5.0	-12
14	8	6	-1.0	-2
15	0	-6	2.0	2
16	1	8	-1.4	-21

3 structures from above, arranged by heavy-atom count, falling.
item	Compound	CHRM5 agonist	TAAR1 ag	CRFBP-R2 block	CHRM5 PAM	CHRM4 PAM
9	CC1C(=O)N(Cc2ccccc2)c2ccccc2N1C(=O)c1ccccc1 (stereo not drawn)	-5	2	18	-5	1
16	COc1ccc(S(=O)(=O)N(C)CC(=O)Nc2c(F)cccc2F)cc1	-1	6	5	3	10
12	Cc1nnc(NC(=O)CSc2nc(C(C)C)nc3ccccc23)s1	3	3	-32	1	-1

item	CHRM5 antagonist	CHO-K1 Ca PAM	CRFBP-R2 agonist	TAAR1 antag
9	2	10	-12	-29
16	1	8	-1.4	-21
12	1	-6	-4.7	-3

Later entries.
item	Compound	CHRM5 agonist	TAAR1 ag	CRFBP-R2 block	CHRM5 PAM	CHRM4 PAM
17	CCC(C)NC(=S)N1CCN(C)CC1 (stereo not drawn)	.	2	-6	.	.
18	CC(C)(Cc1nc2ccccc2[nH]1)C(=O)O	-4	0	13	-1	16
19	O=C(Nc1ccc(S(=O)(=O)Nc2ccccc2)cc1)C1CC1	0	10	-11	-11	5
20	Cc1ccc(-n2c(C)cc(/C=N/Nc3ccc([N+](=O)[O-])cn3)c2C)c(C)c1	-2	0	22	-2	1
21	COc1ccc(OCC(=O)Nc2cccc(-c3nc4ccccc4o3)c2)cc1	-4	11	-6	-11	-17
22	Cc1nc2ccccc2n1CCCOc1ccccc1	0	10	27	0	-7
23	COc1cc(/C=C2/SC(=S)N(CC(=O)Nc3cccnc3)C2=O)cc(OC)c1OC	1	2	6	11	10
24	O=C1CC(N2CCSCC2)C(=O)N1c1ccc(F)cc1 (stereo not drawn)	0	3	-7	-3	1

item	CHRM5 antagonist	CHO-K1 Ca PAM	CRFBP-R2 agonist	TAAR1 antag
17	.	.	-1.6	-6
18	1	20	0.1	9
19	3	-4	0.2	-1
20	-3	12	-2.1	-1
21	5	7	1.9	49*
22	0	-4	-0.1	8
23	-8	10	2.8	16
24	6	-8	0.2	-10

Additional compounds follow:
item	Compound	CHRM5 agonist	TAAR1 ag	CRFBP-R2 block	CHRM5 PAM	CHRM4 PAM
25	O=c1oc2c(CN3CCCCC3)c(O)ccc2c2c1CCCCC2	-5	1	2	2	-3
26	O=C(CSc1nnc(-c2cccnc2)o1)Nc1cccc(Cl)c1	0	4	-6	6	-3
27	C[C@H]1CN([C@@H](C)CO)C(=O)Cc2cc(NS(=O)(=O)c3ccc(Cl)cc3)ccc2O[C@@H]1CN(C)C(=O)Nc1cccc2ccccc12	-1	0	4	0	2
28	O=C(c1ccc(S(=O)(=O)N2CCOCC2)cc1)N1CCCc2ccccc21	4	8	0	0	-2
29	CCCCCCCCn1cnc2c(N)c(C)c(C)cc21	0	3	-25	2	-3
30	COc1ccc(CN(C)CC(=O)NC(=O)NCc2ccccc2)cc1OC	-1	3	-6	-2	-8
31	Cc1cc(C)cc(N2C(=O)CC(n3nc(C)cc3C)C2=O)c1 (stereo not drawn)	-2	2	5	0	-1
32	Cc1nc2scc(C)n2c(=O)c1S(=O)(=O)NCCc1ccccc1	-3	26	0	-3	3

item	CHRM5 antagonist	CHO-K1 Ca PAM	CRFBP-R2 agonist	TAAR1 antag
25	-4	16	-0.5	3
26	4	-13	-1.0	15
27	-7	8	-1.4	-20
28	-4	23	0.8	8
29	-7	12	0.6	-30
30	7	7	2.5	-15
31	2	6	-0.9	-15
32	-5	14	-1.9	-26

Following part.
item	Compound	CHRM5 agonist	TAAR1 ag	CRFBP-R2 block	CHRM5 PAM	CHRM4 PAM
33	COc1cc(/C=N/NC(=O)c2ccncc2)ccc1OC(=O)c1ccccc1Cl	5	15	12	-13	-14
34	CCN(C[C@H]1N[C@@](C)(C(=O)OC)[C@H]2C(=O)N(Cc3ccccc3)C(=O)[C@@H]12)S(=O)(=O)c1ccc(C)cc1	-2	1	-1	-5	0
35	O=C(NC1CCS(=O)(=O)C1)/C(=C\c1ccc(F)cc1)NC(=O)c1ccccc1 (stereo not drawn)	0	5	-14	5	8
36	COc1cc(OC)cc(C(=O)NCCOC23CC4CC(CC(C4)C2)C3)c1	-1	-1	7	3	-2
37	CN1CCN(CCCNC(=O)C2CC(=O)N(C3CCCCC3)C2)CC1 (stereo not drawn)	-2	3	2	1	2
38	Cc1ccc(-c2csc3ncn(CC#N)c(=O)c23)cc1	-2	1	1	4	3
39	CC(=O)c1ccc(OCc2cc(C(=O)N3CCN(c4ccccc4)CC3C)no2)cc1 (stereo not drawn)	3	8	2	-6	-8
40	CC(=O)c1c(Nc2cccc(F)c2)oc(C)cc1=O	2	2	13	-2	6

item	CHRM5 antagonist	CHO-K1 Ca PAM	CRFBP-R2 agonist	TAAR1 antag
33	1	9	-0.6	46
34	7	6	0.7	13
35	-5	20	1.1	14
36	8	-8	-3.1	-16
37	2	15	-0.9	-31
38	3	18	3.5	8
39	-6	1	0.6	21
40	-2	-15	-1.0	-12

The listing continues:
item	Compound	CHRM5 agonist	TAAR1 ag	CRFBP-R2 block	CHRM5 PAM	CHRM4 PAM
41	O=C(N/N=C/c1cccnc1)c1cc(-c2cccs2)nc2ccccc12	0	13	-19	-12	-3
42	CN1OC[C@@H]2CN[C@H](c3cccc(Oc4ccccc4)c3)C[C@@H]21	0	0	-7	-3	0
43	CCCN1CCC(C(=O)NC(c2ccc(F)cc2)c2ncccc2C)CC1 (stereo not drawn)	-1	1	.	-3	4
44	CCc1cccc(C)c1NC(=O)c1cccnc1	-2	2	5	-4	0
45	CC(Sc1ccc2c(c1)OCCO2)C(=O)Nc1ccc2c(c1)OCO2 (stereo not drawn)	-4	1	17	-5	0
46	CCc1nnc(NS(=O)(=O)c2ccc(NC(=O)c3cccc(Cl)c3)cc2)s1	-3	1	7	1	-5
47	Cn1c(N2CCOCC2)c(C#N)c2ccccc21	-2	1	-5	9	-3
48	C[C@H](NC(=O)OC(C)(C)C)c1nnc(SCC(=O)Nc2cccc(Cl)c2)o1	1	6	-1	-12	-2

item	CHRM5 antagonist	CHO-K1 Ca PAM	CRFBP-R2 agonist	TAAR1 antag
41	9	-7	-1.2	21
42	3	4	-0.7	-5
43	0	22	.	-12
44	7	24	-0.1	-9
45	0	7	-0.7	4
46	5	31	-0.9	-11
47	-11	11	-1.8	-3
48	12	11	-0.9	-11
